# Source: PubChem (University of Kansas High Throughput Screening Laboratory)
# Pf apPOL block: Pf-apPOL DNA polymerase inhibition; inhibition, % at 10 µM; AID 1794808; Recombinant Pf-apPOL, molecular beacon fluorescence, 1.5 h; hit rate 0.25% among 210,000
# mHTT CaM bind: inhibitors of human mutant huntingtin-calmodulin interaction; P42858; AlphaScreen His-mHTT/GST-CaM binding, luminescence; inhibition, % at 15 µM; hit rate 3.6% among 190,000;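 further: 0% = both proteins with DMSO and 100% = one protein alone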
# Target sequence (P42858 whole entry, looked up, stated change not applied): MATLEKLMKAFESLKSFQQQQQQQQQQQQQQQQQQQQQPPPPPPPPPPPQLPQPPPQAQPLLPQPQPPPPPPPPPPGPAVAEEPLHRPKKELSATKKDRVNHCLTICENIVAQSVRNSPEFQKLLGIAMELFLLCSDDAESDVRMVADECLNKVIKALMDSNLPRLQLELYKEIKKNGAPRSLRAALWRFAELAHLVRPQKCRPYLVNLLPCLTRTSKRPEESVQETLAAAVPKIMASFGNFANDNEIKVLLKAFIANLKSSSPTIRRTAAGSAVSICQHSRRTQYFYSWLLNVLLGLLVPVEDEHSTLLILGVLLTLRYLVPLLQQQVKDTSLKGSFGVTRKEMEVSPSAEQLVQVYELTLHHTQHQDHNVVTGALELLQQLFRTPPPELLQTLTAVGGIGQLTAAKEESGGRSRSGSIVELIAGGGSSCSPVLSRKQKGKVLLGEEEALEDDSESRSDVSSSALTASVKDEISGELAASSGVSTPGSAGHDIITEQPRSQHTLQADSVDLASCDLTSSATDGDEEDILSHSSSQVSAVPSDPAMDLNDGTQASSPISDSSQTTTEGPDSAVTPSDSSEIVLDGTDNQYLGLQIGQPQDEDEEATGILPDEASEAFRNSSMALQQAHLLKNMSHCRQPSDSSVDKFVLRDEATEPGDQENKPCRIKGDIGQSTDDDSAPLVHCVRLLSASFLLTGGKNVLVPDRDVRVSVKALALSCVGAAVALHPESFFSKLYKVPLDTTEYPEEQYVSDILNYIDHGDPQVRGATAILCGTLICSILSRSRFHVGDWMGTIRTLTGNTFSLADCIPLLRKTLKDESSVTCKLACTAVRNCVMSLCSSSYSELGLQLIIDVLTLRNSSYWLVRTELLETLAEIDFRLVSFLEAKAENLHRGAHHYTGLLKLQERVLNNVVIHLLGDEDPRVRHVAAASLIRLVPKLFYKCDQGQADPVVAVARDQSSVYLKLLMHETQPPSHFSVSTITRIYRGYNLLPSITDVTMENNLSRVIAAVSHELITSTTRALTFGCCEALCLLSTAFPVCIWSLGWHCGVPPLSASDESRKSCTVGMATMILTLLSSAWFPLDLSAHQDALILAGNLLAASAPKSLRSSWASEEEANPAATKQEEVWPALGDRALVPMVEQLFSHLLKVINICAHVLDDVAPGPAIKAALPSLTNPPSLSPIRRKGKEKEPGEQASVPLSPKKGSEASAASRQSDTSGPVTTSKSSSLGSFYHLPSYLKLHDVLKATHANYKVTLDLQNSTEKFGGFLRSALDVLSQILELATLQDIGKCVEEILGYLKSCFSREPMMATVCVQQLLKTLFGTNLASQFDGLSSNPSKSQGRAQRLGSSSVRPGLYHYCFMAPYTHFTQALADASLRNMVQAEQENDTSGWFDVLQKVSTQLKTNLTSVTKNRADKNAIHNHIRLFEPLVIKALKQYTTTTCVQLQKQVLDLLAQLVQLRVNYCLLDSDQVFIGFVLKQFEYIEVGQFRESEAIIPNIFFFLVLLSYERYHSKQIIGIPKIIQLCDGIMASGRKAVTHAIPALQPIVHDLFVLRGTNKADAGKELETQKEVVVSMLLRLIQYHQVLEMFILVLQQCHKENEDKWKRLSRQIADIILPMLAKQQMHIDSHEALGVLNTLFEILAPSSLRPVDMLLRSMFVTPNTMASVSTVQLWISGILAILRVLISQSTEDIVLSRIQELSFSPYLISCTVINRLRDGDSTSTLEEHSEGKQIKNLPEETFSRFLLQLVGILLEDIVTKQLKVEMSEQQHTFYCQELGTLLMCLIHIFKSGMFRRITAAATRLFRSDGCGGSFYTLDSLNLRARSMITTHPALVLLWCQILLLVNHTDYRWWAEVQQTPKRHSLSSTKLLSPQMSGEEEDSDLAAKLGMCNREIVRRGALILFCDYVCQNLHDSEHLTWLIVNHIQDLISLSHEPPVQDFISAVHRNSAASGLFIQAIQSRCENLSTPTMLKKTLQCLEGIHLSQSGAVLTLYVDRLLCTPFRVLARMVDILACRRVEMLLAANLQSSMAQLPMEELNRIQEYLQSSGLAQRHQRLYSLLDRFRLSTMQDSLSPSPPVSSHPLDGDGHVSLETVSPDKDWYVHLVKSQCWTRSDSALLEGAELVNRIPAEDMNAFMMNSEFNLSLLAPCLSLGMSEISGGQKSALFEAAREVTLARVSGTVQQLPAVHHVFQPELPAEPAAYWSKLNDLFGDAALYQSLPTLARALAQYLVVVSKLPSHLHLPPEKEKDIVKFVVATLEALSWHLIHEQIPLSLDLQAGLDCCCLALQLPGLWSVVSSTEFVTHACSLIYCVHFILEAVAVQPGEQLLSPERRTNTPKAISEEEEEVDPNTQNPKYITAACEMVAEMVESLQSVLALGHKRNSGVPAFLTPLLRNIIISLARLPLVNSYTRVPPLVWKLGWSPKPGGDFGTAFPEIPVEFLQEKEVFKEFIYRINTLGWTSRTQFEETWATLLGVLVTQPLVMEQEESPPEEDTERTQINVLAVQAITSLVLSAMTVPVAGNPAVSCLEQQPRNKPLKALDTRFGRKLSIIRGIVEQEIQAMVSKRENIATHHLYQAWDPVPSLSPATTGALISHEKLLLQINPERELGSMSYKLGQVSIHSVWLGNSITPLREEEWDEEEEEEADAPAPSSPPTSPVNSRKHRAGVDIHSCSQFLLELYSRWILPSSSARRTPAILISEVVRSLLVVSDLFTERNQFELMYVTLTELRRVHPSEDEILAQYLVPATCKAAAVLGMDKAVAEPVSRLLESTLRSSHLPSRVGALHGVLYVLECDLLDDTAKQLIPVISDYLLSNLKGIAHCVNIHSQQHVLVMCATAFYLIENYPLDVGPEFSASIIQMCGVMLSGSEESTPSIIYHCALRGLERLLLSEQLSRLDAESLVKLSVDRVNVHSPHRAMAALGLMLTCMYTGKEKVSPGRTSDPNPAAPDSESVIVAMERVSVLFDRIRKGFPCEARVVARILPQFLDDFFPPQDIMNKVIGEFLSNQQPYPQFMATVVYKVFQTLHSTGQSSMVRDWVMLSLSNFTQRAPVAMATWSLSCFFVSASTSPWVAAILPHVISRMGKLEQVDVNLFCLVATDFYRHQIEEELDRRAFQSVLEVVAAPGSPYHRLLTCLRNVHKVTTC
# Active calls of the source: *; x = no result given; & = joins results of further samples. No stated cut-off is given here; in the data, active means inhibition above about 50%; inactive means the rest. Only part of the results is shown, so the mix of outcomes need not match the whole.
SMILES	Pf apPOL block	mHTT CaM bind
O=C(Nc1ccccc1Br)C12CC3CC(CC(C3)C1)C2	0	-12
COc1ccc(Cn2cnc(Sc3nc4c(c(=O)n(C)c(=O)n4C)n3C)n2)cc1[N+](=O)[O-]	2&-7	-2&-3
CCOc1ccc(S(=O)(=O)Nc2c(C)n(C)n(-c3ccccc3)c2=O)c2cccnc12	-3	4
COc1ccc(C(=O)Nc2ccc(S(=O)(=O)Nc3cc(C)nc(C)n3)cc2)c(OC)c1	8	12
Cc1cccc(N=Cc2nc(-c3ccc(Br)cc3)oc2O)c1	23	-2
NNc1nc(Nc2ccccc2)nc(N2CCCCC2)n1	-4	99*
O=C(Nc1nnc(-c2cc3ccccc3o2)o1)C1CC1	5	5
O=C(Nc1ccc(Cl)cc1)c1ccc(-c2cncnc2)nc1	-5	-4
COc1ccc(Cc2nnc3c4cnn(-c5ccc(C)cc5)c4ncn23)cc1OC	9	-1
C=CCOc1ccc(/C=c2\sc3nc(-c4cccs4)nn3c2=O)cc1	-7	-2
c1cc(CN2CCCCC2)cc(OCCCNc2nc3ccccc3s2)c1	0	x
CC(C)(O)C#Cc1ccc(C(=O)NCc2cccnc2)cc1	0	1
C[C@H]1NS(=O)(=O)c2cc(Cl)ccc2O[C@@H]1c1ccccc1	0	-9
Cc1ccc(-n2cc(C(=O)NCc3cccnc3)nn2)cc1C	-1	12
O=C(Nc1c[nH]c2ccccc12)N1CCN(c2cccc(C(F)(F)F)c2)CC1	-5	59*
O=C(Nc1ccc(NC(=O)c2ccc(Cl)cc2Cl)cc1)c1ccco1	-3	-2
O=C1CC(c2cccc(Br)c2)c2c(n[nH]c2-c2ccccc2)N1 (centres undefined)	0	-4
Cc1cc(C(=O)NCC2CCCO2)c2cccc(-c3cccs3)c2n1 (centres undefined)	7	-12
COc1cccc(-c2noc(C3CCCN3C(=O)Nc3cc(Cl)ccc3OC)n2)c1 (centres undefined)	-2	-12
COc1cc(NC(=O)c2ccc(Cl)c([N+](=O)[O-])c2)c(C(=O)O)cc1OC	1	2
O=C1C(=Cc2ccccc2)Oc2c1ccc(O)c2CN1CCCCC1	-18	3
CC1CCCC(C)N1CCNC(=O)c1ccc2c(c1)NC(=O)C(N1CCOCC1)S2 (centres undefined)	-19	2
O=C1CC(NC(=O)c2nc3ccccc3s2)CN1 (centres undefined)	-3	-9
Cc1nn(C)c(Cl)c1S(=O)(=O)Nc1ccc(Oc2ccc(F)cc2)cc1	-9&-15	x
CCCCN1CC(N2CCN(CCO)CC2)CS1(=O)=O (centres undefined)	-3	-2
O=C(CSc1nc2ccccc2[nH]1)NCc1ccco1	7&1	6&0
CCC(=NC1CC(C)(C)NC(C)(C)C1)C1=C(O)CC(C)(C)CC1=O	-1	-1
CCC(=O)N1c2ccccc2N=C(c2ccccc2)CC1c1ccccc1 (centres undefined)	-8	x
O=[N+]([O-])c1ccc(N2CCCC(O)C2)c(C(F)(F)F)c1 (centres undefined)	3	5
CC(C)C(=O)Nc1cccc(N2CCCN(Cc3ccccc3Cl)C2=O)c1	0	7
Cc1ccc(NC(=O)C2CCN(c3nccc(C)n3)CC2)c(Cl)c1	1	-13
NC(=O)C1CCN(C(=O)Nc2ccc(Cl)c(Cl)c2)CC1	-6	-6
O=C(Nc1cccc(Cl)c1)N1CCN(c2ccc(F)cc2)CC1	0	8
CCCSc1nnc(NC(=O)Nc2cccc(OC)c2)s1	-6	-4
O=C(Cc1cccc(F)c1)N1CCC2(CC1)NC(=O)N(Cc1ccccc1Cl)C2=O	-6	-5
CCc1ccc(N2C(=O)C3C4c5ccccc5C(C(=O)O)(c5ccccc54)C3C2=O)cc1 (centres undefined)	-5	6
CC(=O)c1c(C(C)=O)c(C)n(-c2ccc(N)c(C)c2)c1C	7	6
O=C(NCc1cc(-c2ccc(Cl)cc2)on1)c1c(F)cccc1F	-9	-10
CC1=C(C(=O)NCc2ccccc2Br)C2(CCCCCC2)OC1=O	0	-8
CC(C)=C1C2CCC1C1C(=O)N(c3nccs3)C(=O)C21 (centres undefined)	-10	-4
CC(C)NC(=O)c1ccccc1OCC1CCN(C(=O)C2CCCC2)CC1	4	2
COc1cccc(OCCn2c(C(F)(F)F)nc3ccccc32)c1	0	-48
CN(C)Cc1c(O)ccc2c(=O)c(-c3cccc(Cl)c3)c(C(F)(F)F)oc12	-1	14
C=CCn1c(SCC(=O)c2ccc(OC)cc2)nnc1-c1ccc2c(c1)OCO2	0	9
CCc1c(O)nc(SCCN(CC)CC)n(-c2ccccc2)c1=O	4	3
Cc1ncc([N+](=O)[O-])n1CC(=O)Nc1ccc(F)c(Cl)c1	1&-5	-1&3
Cc1cccc(NC(=O)c2cc(S(=O)(=O)N3CCC4(CC3)OCCO4)ccc2F)c1	-2	8
O=C1c2ccccc2C(=O)c2c1ccc(C(=O)Nc1ccccc1Cl)c2[N+](=O)[O-]	3	6
COc1ccc(CCNC(=O)CSc2cn(C)c3ccccc23)cc1OC	-3	7
Cc1nc2c(c(-c3ccccc3)c1C#N)C(=O)c1ccccc1-2	-4	-1
Cc1ccc(CNC(=O)c2cc3c(s2)CCN(C(=O)c2ccccc2)C3)o1	-2	16
Cc1ccc(NC(=O)CN(C)S(=O)(=O)c2cccs2)cc1F	-1	-7
Cc1ccc(-c2nc(C)c(C(=O)N3CCC(C(C)C(=O)NC4CC4)CC3)s2)cc1 (centres undefined)	-4	4
O=C(CN1CCCCC1c1nc(-c2ccc(F)cc2)no1)Nc1ccccc1 (centres undefined)	-7	-19
CC(=O)N1c2ccc(S(=O)(=O)N(C)CCC#N)cc2CC1C (centres undefined)	5	0
CN(C(=O)CSc1nc2ccccc2c(=O)n1Cc1ccccc1)c1ccccc1	4	-2
O=C(NC1CC1)c1ccc2c(c1)CC(=O)N2Cc1ccccc1	-5	-5
CCn1c(SC)nc2c3cc(OC)ccc3n(C)c2c1=O	-7	-17
O=[N+]([O-])c1cccnc1Oc1ccc(-c2nnco2)cc1	-4	x
CCOC(=O)C(N=Nc1ccccc1Cl)=C(O)CSc1nnc(C(F)(F)F)n1C	-15	x

# Additional entries.
SMILES	Pf apPOL block	mHTT CaM bind
O=C(CN1C(=O)C(c2ccccc2)=NC12CCCCC2)Nc1ccc(F)c(Cl)c1	-8	8
CC(=O)Nc1ccc(C2(C(=O)N3CCCCC3)CCC2)cc1	1	7
CCC(=O)N1CCN(Cc2noc3ccccc23)CC1	0	-1
O=C(O)c1ccc(-c2ccc(Br)cc2)o1	-2	-4
Cc1ccc(NC(=O)c2[nH]c3cc(C)sc3c2CN2CCOCC2)c(Cl)c1	26	20
Cc1cc(NN=Cc2ccco2)c([N+](=O)[O-])cc1[N+](=O)[O-]	12	x
c1cnc2sc(N3CCC4(CC3)OCCO4)nc2c1	-8	12
Cc1ccc(SC[C@H](c2ccccc2)N2CCN(CCc3ccccc3)CCC2=O)cc1	6	100*
NCCOc1cc(C(=O)Nc2cc(OCCN)c3ccccc3n2)nc(C(=O)Nc2cc(OCCN)c3ccccc3n2)c1	20	x
CCn1cc(C(=O)NCCOC)c2cc(OC)c(OC)cc2c1=O	-7	-2
Cc1ccc(CNC(=O)C2(C)CCCN(C(=O)NCCc3ccccc3)C2)cc1 (centres undefined)	1	-5
Cc1cc(CN)cc(C)c1NC(=O)c1ccc(-c2cc(Cl)ccc2Cl)o1	-9	x
COc1cc(C2=NOC(C(=O)Nc3ccc(C(C)=O)cc3)C2)cc(OC)c1OC (centres undefined)	-4	-3
CCNC(=O)C1CCN(c2nc3ccc(-c4cccnc4)nc3s2)CC1	-1	-3
O=C1c2ccccc2S(=O)(=O)N1Cc1ccc(-c2csnn2)cc1	-2	x
Cc1ccc(C(=O)N2CCC(CC(=O)NCCCN3CCCCC3)CC2)cc1	-1	7
CCOc1ccc(OCCNC(=O)c2cccs2)cc1	-9	-18
O=C1c2cccnc2C(=O)N1c1ccc(I)cc1	0	19
O=c1ccccn1CCOc1ccccc1Cl	7	1
C=CCCN(C1CCCC1)S(=O)(=O)c1ccccc1Br	-1	-75
COc1ccc(C2=NN(S(=O)(=O)c3ccccc3)C(c3cccc([N+](=O)[O-])c3)C2)cc1 (centres undefined)	-2	1
Nc1cc(C2CCN(C(=O)Nc3ccc(F)cc3)CC2)no1	-2	-1
O=C(c1ccc(F)cc1)N1CCc2nc(-c3ccc(F)cc3)ncc2C1	1	-11
O=C(c1ccccc1)N1CCCCC1	-4	-3
O=C(c1ccco1)N1CCC(c2ccn3ncc(C(=O)N4CCOCC4)c3c2)CC1	0	0
CC(=O)N1c2ccc([N+](=O)[O-])cc2NC(=O)CC1C (centres undefined)	-28	3
O=C(O)c1cc2ccc(O)cc2oc1=O	6	0
COc1ccc(C(=O)Oc2ccc3c(c2)OC(=Cc2sccc2C)C3=O)cc1OC	-6	4
Cc1ccc(C(=O)Nc2cccc(Br)c2)c(Cl)c1	-10	-17
CCC[C@H]1[C@@H](NCc2ccccc2)CC[C@@]23CCCN2C(=O)CCC[C@@H]13	-4	-6
Cc1ccc(-c2nc(-c3ccc(-n4ccnc4)nc3)no2)cc1C	2	-6
Cc1ccc(NC(=O)/C=C/c2ccc3c(c2)OCO3)c(C)c1	-7	-3
Cc1ccc(S(=O)(=O)c2c(C)cc(C)cc2C)cc1	-12	x
CCc1ccc(C(c2c(C)[nH][nH]c2=O)C(C#N)C#N)cc1 (centres undefined)	1	9
FC(F)(F)c1cnc(N2CCC(C(c3ccccc3)c3ccccc3)CC2)c(Cl)c1	-2	x
CNC(=O)C(=O)Nc1ccc(OC)c(Cl)c1	-4	0
COc1cc(/C=C2\C(=O)ON=C2C)ccc1OCc1ccccc1Cl	0	-8
CCCCC1=NN(C(=O)c2cccc(Cl)c2)C(O)(C(F)(F)F)C1 (centres undefined)	57*	-9
COc1ccc(-c2ccnc(-c3ccncc3)n2)cc1	-3	x
CCOc1ccccc1N=Cc1c(O)n(-c2ccccc2OC)c(=O)c2ccccc12	-9	5
FC(F)(F)c1ccc2[nH]c(=S)[nH]c2c1	-6	x
COc1ccc(N=Cc2c(O)c([N+](=O)[O-])cc3oc4c(c23)CCCC4)cc1	-2	23
Cc1ccc(-c2cnc(SCC(=O)Nc3nnc(C)s3)n2Cc2ccco2)cc1	1	-2
Cc1ccccc1C1CCCN1C(=O)c1cc(C(F)(F)F)nn1C (centres undefined)	-1	-2
CNC(=O)Sc1c(-c2ccc(Cl)cc2)nn(C(=O)NC)c1SC	5	x
COc1ccc(-c2nc3ccc(C)cn3c2NC(=O)C(C)C)cc1OC	12	25
CCC(=O)N1CCc2sc(C(=O)NCc3ccc(CC)cc3)cc2C1	-18	16
Cn1nc(C(=O)NCc2ccc(F)cc2)c2c1CCN(C(=O)C1CCCC1)C2	-2	77*
Cc1c(C(=O)N2CCCCC2)oc2ccc(S(=O)(=O)N3CCOCC3)cc12	11	10
COc1ccc(N2CCN(CC(O)COCCC34CC5CC(CC(C5)C3)C4)CC2)cc1 (centres undefined)	0	44
O=C(NCc1ccccc1)c1ccc(Br)c(S(=O)(=O)N2CCOCC2)c1	-21	-2
Fc1cccc(C2C=C(c3ccc(Cl)cc3)Nc3nnnn32)c1 (centres undefined)	-2	-1
COc1ccc(CNC(=O)c2ccccc2Cl)cc1	8	-5
Cc1ccc(S(=O)(=O)N(CC(=O)NCc2ccccn2)Cc2ccccc2)cc1	-1	4
CCc1ccc(NC(=O)CC(NCCC2=CCCCC2)C(=O)O)cc1 (centres undefined)	-5	0
O=C(Nc1ccc(S(=O)(=O)Nc2ncccn2)cc1)c1ccc(Cl)c([N+](=O)[O-])c1	6	3
O=C(Nc1nc2ccccc2s1)c1ccc2c(c1)OCO2	-7	17

# By substructure, those above with an aryl thioether with sulfur outside any ring.
SMILES	Pf apPOL block	mHTT CaM bind
COc1ccc(Cn2cnc(Sc3nc4c(c(=O)n(C)c(=O)n4C)n3C)n2)cc1[N+](=O)[O-]	2&-7	-2&-3
O=C(CSc1nc2ccccc2[nH]1)NCc1ccco1	7&1	6&0
CCCSc1nnc(NC(=O)Nc2cccc(OC)c2)s1	-6	-4
C=CCn1c(SCC(=O)c2ccc(OC)cc2)nnc1-c1ccc2c(c1)OCO2	0	9
CCc1c(O)nc(SCCN(CC)CC)n(-c2ccccc2)c1=O	4	3
COc1ccc(CCNC(=O)CSc2cn(C)c3ccccc23)cc1OC	-3	7
CN(C(=O)CSc1nc2ccccc2c(=O)n1Cc1ccccc1)c1ccccc1	4	-2
CCn1c(SC)nc2c3cc(OC)ccc3n(C)c2c1=O	-7	-17
CCOC(=O)C(N=Nc1ccccc1Cl)=C(O)CSc1nnc(C(F)(F)F)n1C	-15	x
Cc1ccc(SC[C@H](c2ccccc2)N2CCN(CCc3ccccc3)CCC2=O)cc1	6	100*
Cc1ccc(-c2cnc(SCC(=O)Nc3nnc(C)s3)n2Cc2ccco2)cc1	1	-2
CNC(=O)Sc1c(-c2ccc(Cl)cc2)nn(C(=O)NC)c1SC	5	x
